# Assay outcomes: PubChem BioAssay, National Center for Advancing Translational Sciences (NCATS)
# TDP1 block – inhibitors of human tyrosyl-DNA phosphodiesterase TDP1; Q9NUW8; recombinant TDP1, AlphaScreen DNA substrate cleavage; Potency, µM (series often up to 130 µM), inactives show at the top dose activity change, negative = inhibition, hits mostly inhibitors; hit rate 0.28% among 350,000; note: nearly all actives have a fitted effect of over 40% in size
# Target sequence (Q9NUW8 whole entry, looked up): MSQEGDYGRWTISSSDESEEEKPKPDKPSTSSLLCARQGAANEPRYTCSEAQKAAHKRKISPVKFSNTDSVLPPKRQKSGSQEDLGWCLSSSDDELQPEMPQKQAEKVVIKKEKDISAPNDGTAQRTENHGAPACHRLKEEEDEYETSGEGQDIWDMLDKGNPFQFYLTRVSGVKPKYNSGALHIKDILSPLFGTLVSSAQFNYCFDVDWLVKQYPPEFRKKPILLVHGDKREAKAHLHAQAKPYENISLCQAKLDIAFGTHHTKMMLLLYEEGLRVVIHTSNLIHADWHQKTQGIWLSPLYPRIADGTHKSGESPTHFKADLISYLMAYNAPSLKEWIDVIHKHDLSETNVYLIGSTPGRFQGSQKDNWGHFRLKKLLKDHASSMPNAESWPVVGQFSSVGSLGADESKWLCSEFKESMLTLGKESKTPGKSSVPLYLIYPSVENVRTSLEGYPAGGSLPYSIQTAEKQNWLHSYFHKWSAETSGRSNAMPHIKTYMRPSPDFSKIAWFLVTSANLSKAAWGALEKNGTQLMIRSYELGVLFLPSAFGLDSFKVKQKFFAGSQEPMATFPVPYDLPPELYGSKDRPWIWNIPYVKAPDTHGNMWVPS
#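 AlphaScreen read-out: signal falls as enzyme removes the 3' tyrosine-FITC from a 5'-biotinylated DNA oligo (15 nM, 5 min, RT). Enzyme was E. coli-made recombinant Tdp1 at 1 nM, exposed to compound for 15 min beforehand; beads 10 ug/ml, 10 min.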
# TDP1 cell noCPT – qHTS for Inhibitors of human tyrosyl-DNA phosphodiesterase 1 (TDP1): qHTS in cells in absence of CPT; DT40 Tdp1-/- hTDP1 cells, no CPT, ATP luminescence, 48 h; hit rate 15% among 420,000; AID 686978, 2013; Potency, µM (highest dose often 46.2 µM), without a hit: at the highest dose activity change, negative = growth inhibition, actives largely listed as inhibitors; note: nearly all actives have a fitted effect of over 55% in size
#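 Chicken DT40 Tdp1-/- cells stably complemented with human TDP1 were seeded at 400 cells/well with DMSO in place of 20 nM camptothecin. After compound pinning, cells grew at least 48 hr at 37 °C; viability read by CellTiter-Glo luminescence.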
# TDP1 cell CPT – DT40-hTDP1 cell growth loss with CPT | Potency, µM (titrated, usually from 46.2 µM), for the others: at the highest dose activity change, negative = growth inhibition, actives largely listed as inhibitors | hit rate 12% among 420,000 | chicken DT40 Tdp1-/-;hTDP1 cells + 20 nM CPT, ATP luminescence, 48 h; note: nearly all actives have a fitted effect of over 55% in size
#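 Chicken DT40 Tdp1-/- cells complemented with human TDP1, 400 cells/well, exposed to compounds plus 20 nM camptothecin for at least 48 h at 37 C; viability read as ATP content by CellTiter-Glo luminescence.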
# Active calls of the source: *; u = inconclusive; x = not tested or not shown; [ ] = dose if it differs, or a comment. Calls come from the whole dose curve; as a rule, active = well fitted curve in the direction sought with a large enough effect; inconclusive = small, poorly fitted or top-dose-only effect, or another doubt; inactive = no such curve, though single readings can be large; an effect the other way counts as inactive or inconclusive. % is set by controls: 0 for no effect and ±100 for the full control effect; potency is the fitted concentration of half-maximal effect.
# Values run as follows: TDP1 block, TDP1 cell noCPT, TDP1 cell CPT
> Cc1cc(C)c2nc(N3CCN(C(=O)c4ccco4)CC3)sc2c1
  -5%, -3%, -3%
> CC(C)OCCCNC(=O)c1cc2c(s1)CS(=O)(=O)C2
  7%, 5%, 1%
> COc1ccc(N=Nc2c(C)[nH]c3ccccc23)cc1
  x, u, u
> COc1cc(-c2cc(C)c3cccc(OC)c3n2)cc2c1OCCN(C(=O)CCn1nc(C)cc1C)C2
  x, 18µM*, -15%[9.04 µM]
> Cc1cc(Nc2ccc([N+](=O)[O-])cc2)c2ccccc2n1
  3%, 18µM*, 16µM*
> CCc1sc(N2C(=O)C3C4CCC(C4=C(C)C)C3C2=O)nc1-c1ccccc1 (stereo not drawn)
  0%, -26%, -6%
> Cc1ccc(C)n1N1C(=O)/C(=C\c2ccc(Cl)cc2)SC1=S
  10%, u, u
> CCc1nnc(NC(=O)c2cc(S(=O)(=O)N3CCOCC3)ccc2N2CCCCC2)s1
  8%, u, 1%
> CCN(CC)c1ccc(NC(=O)COC(=O)COc2ccccc2[N+](=O)[O-])cc1
  8%, -7%, -6%
> O=C(/C=C/[C@H]1O[C@@H](n2ccc(=O)[nH]c2=O)[C@H](O)[C@@H]1O)NCCc1cccs1
  x, 3%, 8%
> CCNC(=O)c1nn(-c2ccccc2C)nc1CO
  2%, -1%, 11%
> CC(C)Cn1c(-c2cccc(Br)c2)nc2ccccc21
  0%, u, u
> CC1CCN(C(=O)c2[nH]cnc2C(=O)N2CCN(C(=O)OC(C)(C)C)CC2)CC1
  3%, 2%, -2%
> O=C(O)c1cc2ccccc2c2c1C(=O)c1ccccc1-2
  x, -3%, -9%
> Cc1sc(N)nc1-c1cccs1
  8%, -8%, 0%
> Cc1ccc(S(=O)(=O)c2nc(-c3cccc(C)c3)oc2N2CCN(c3ccccc3)CC2)cc1
  10%, 1.5µM*, u
> CCOCCCNC(=O)c1c[nH]c2cc(C)ccc2c1=O
  0%, -26%, -10%
> Cn1nccc1C(=O)NCC1CCC2(CCN(Cc3ccc(-c4ccc(Cl)cc4)o3)CC2)O1 (stereo not drawn)
  x, 15µM*, u
> CCCS(=O)(=O)NC(=O)C1(C)CCCN(C(=O)c2ccc3snnc3c2)C1 (stereo not drawn)
  x, 0%, -1%
> COc1ccc(-c2ccc(C(c3c(C)[nH][nH]c3=O)c3c(C)[nH][nH]c3=O)o2)c([N+](=O)[O-])c1
  7%, 23µM*, u

# The last 3 records of the section above open the next one:
# Values run as follows: TDP1 block, TDP1 cell noCPT, TDP1 cell CPT
> Cn1nccc1C(=O)NCC1CCC2(CCN(Cc3ccc(-c4ccc(Cl)cc4)o3)CC2)O1 (stereo not drawn)
  x, 15µM*, u
> CCCS(=O)(=O)NC(=O)C1(C)CCCN(C(=O)c2ccc3snnc3c2)C1 (stereo not drawn)
  x, 0%, -1%
> COc1ccc(-c2ccc(C(c3c(C)[nH][nH]c3=O)c3c(C)[nH][nH]c3=O)o2)c([N+](=O)[O-])c1
  7%, 23µM*, u
> Cc1cc(N2CCN(Cc3ccc4c(c3)OCO4)CC2)n2ncnc2n1
  1%, -18%, u
> Cc1ccc(-c2noc(CCCC(=O)NCc3ccco3)n2)cc1
  0%, 18µM*, u
> CN(CC(=O)NC(=O)NCc1ccccc1)Cc1cccc(Cl)c1Cl
  3%, u, u
> COc1ccc(Cl)cc1NC(=O)CSc1nc2[nH]ncc2c(=O)[nH]1
  x, u, u
> Cc1ccccc1NC(=O)COC(=O)c1ccc(S(=O)(=O)N2CCCCCC2)cc1
  1%, 0%, -15%
> COc1ccc(NC(=O)CSCC(=O)NCCc2ccccn2)cc1
  6%, 9%, 0%
> COc1ccc(CNC(=O)c2ccc(CS(=O)(=O)c3ccccc3C)o2)cc1
  2%, -1%, -22%
> O=C(O)CC1(CC(=O)Nc2ccc3c(c2)C(=O)OC3)CCCCC1
  5%, -7%, 0%
> COC(=O)Cn1ncc2c(C)n(Cc3ccccc3)c(C)c2c1=O
  9%, u, u
> CCOc1ccc(N(CC(=O)Nc2c(C)n(C)n(-c3ccccc3)c2=O)S(=O)(=O)c2ccc(F)cc2)cc1
  4%, -32%, u
> CCCn1nnnc1SCC(=O)NNC(=O)c1ccco1
  -4%, 4%, -4%
> CCc1ccc(OC(C)C(=O)Nc2ccc(S(=O)(=O)Nc3nccs3)cc2)cc1 (stereo not drawn)
  11%, 16%, -2%
> COCc1ccc(C(=O)N2CCC(CCC(=O)Nc3cccc(C)c3)CC2)s1
  3%, 0%, -4%
> O=C(O)[C@@H](O)c1ccccc1
  0%, -6%, 5%
> COc1ccc(NC(=O)CN2CCN(CC#N)CC2)cc1
  x, 1%, 16%
> CC(C)C[C@@]12C(=O)N(c3cccc(Cl)c3)C(=O)N1[C@H](c1ccc(Br)cc1)[C@@H]1C(=O)N(C(C)(C)C)C(=O)[C@@H]12
  x, u, u
> O=C(Cn1c(=O)n(Cc2nc(-c3ccccc3)no2)c(=O)c2cc3c(cc21)OCO3)Nc1ccccc1
  3%, u, -21%
> COCCNC(=O)CS(=O)Cc1nc(-c2ccc(OC)cc2)oc1C (stereo not drawn)
  5%, 7%, 15%
> O=C(COc1ccc(Cl)cc1)NC1CCSC1=O (stereo not drawn)
  -1%, 4%, 6%
> CCc1nnc(NC(=O)c2oc3ccccc3c2COC(C)C)s1
  1%, -26%, -2%

# Complete entries, looked up by structure. Screens in order: TDP1 block, TDP1 cell noCPT, TDP1 cell CPT
# Record of `O=C(COc1ccc(Cl)cc1)NC1CCSC1=O` (stereo not drawn) = -1%, 4%, 6%
# Record of `CCc1ccc(OC(C)C(=O)Nc2ccc(S(=O)(=O)Nc3nccs3)cc2)cc1` (stereo not drawn) = 11%, 16%, -2%
# Record of `COCCNC(=O)CS(=O)Cc1nc(-c2ccc(OC)cc2)oc1C` (stereo not drawn) = 5%, 7%, 15%

# Further compounds.
# Values run as follows: TDP1 block, TDP1 cell noCPT, TDP1 cell CPT
> Cc1cc(C)c2nc(NCCCNC(=S)NCCCN(C)C)c(C#N)cc2c1
  0%, 5.8µM*, 5.8µM*
> CC(C)C[C@H](N)c1nnc(S(=O)(=O)Cc2ccc(F)cc2)o1
  10%, 2.1µM*, 1.3µM*
> Cc1cc(C)nc(NC=C2C(=O)OC(C)(C)OC2=O)n1
  0%, 4%, 2%
> O=C1CC(C(=O)Nc2ccccc2)N=C(N2CCOCC2)N1 (stereo not drawn)
  2%, -8%, -2%
> Cc1cn([C@H]2C[C@H](O)[C@@H](CCC(=O)NCCc3cnc[nH]3)O2)c(=O)[nH]c1=O
  x, 3%, -7%
> CN1CCN(c2ccccc2NC(=O)c2ccc(-c3ccccc3[N+](=O)[O-])o2)CC1
  7%[56.1 µM], 16µM*, 15µM*
> Cc1ccc2c(c1)c1c(n2CC(O)CN2C(=O)CNC2=O)C(=O)CCC1 (stereo not drawn)
  -3%, 4%, 7%
> CSc1ccc(/C=C(/NC(=O)c2ccccc2)C(=O)N2CCN(C)CC2)cc1
  -9%, 5%, -2%
> C[C@H](NC(=O)C1CC(=O)N(c2ccc3c(c2)OCO3)C1)C(=O)NC1CCCC1 (stereo partly drawn)
  1%, -4%, u
> COCCCN(C(=O)C1=COCCO1)c1c(N)n(Cc2ccccc2)c(=O)[nH]c1=O
  x, -17%, -2%
> Cc1cc(C)c(NC(=O)c2cc(S(=O)(=O)N3CCCC3)cn2C)c(C)c1
  -2%, -25%, -2%
> Cc1ccc2[nH]c3c(c2c1)CCCC3=O
  6%, 5%, -5%
> CCc1ccc(NC(=O)c2cccc(C(=O)Nc3ccc(CC)cc3)n2)cc1
  2%[56.1 µM], -16%, -19%
> C/[N+]([O-])=C\c1ccc([N+](=O)[O-])o1
  0%, u, 26µM*
> Cc1c(C(=O)Nc2c(C)n(C)n(-c3ccccc3)c2=O)oc2ccccc12
  2%, -10%, -5%
> Cc1nc(CN2CCN(C(=O)c3ccc(Br)cc3)CC2)cs1
  9%, -11%, -10%
> CN(C)S(=O)(=O)c1ccc(C(=O)OCC(=O)N2CC3(C)CC2CC(C)(C)C3)cc1 (stereo not drawn)
  0%, -9%, u
> NC(=O)[C@@H]1CCCNc2c(I)cc([N+](=O)[O-])cc2C(=O)N[C@@H](CO)C(=O)NCC(=O)N1
  0%, 2%, 14%
> Cc1cccc2nc(CNC(=O)CN3Cc4ccccc4OC(c4ccccc4F)C3)cn12 (stereo not drawn)
  x, -26%, 7%[9.04 µM]
> Cc1ccccc1NC(=O)NCc1ccc2c(c1)OCO2
  1%, 5%, -9%
> O=C(COC(=O)/C=C/c1ccc(F)cc1)Nc1ccc(Cl)cn1
  3%, -6%, 18%
> COc1ccc(CCN(C)C(=O)COc2cccc(-n3cnnn3)c2)cc1OC
  2%, -3%, 11%
> COc1ccc(CNC(=O)Nc2nc(C(N)Cc3ccc(Cl)cc3)cs2)cc1 (stereo not drawn)
  x, 18µM*, 23µM*
> COc1ccccc1N1CCN(C(=O)CCn2nc(C)c(S(=O)(=O)N3CCCC3)c2C)CC1
  -1%, u, u
> O=S(=O)(NCc1cn2ccsc2n1)c1ccc(Oc2ccccc2)cc1
  6%, 10µM*, 9.2µM*
> Cc1ccc2c(c1)-c1c(cnn1CC(=O)O)CO2
  -4%, u, -7%
> CC(=O)Oc1cccc(-c2nc3ccccc3c(=O)o2)c1
  2%, u, u
> CCc1nc2ccc(C(=O)Nc3cccc(OC)c3)cn2c1N(CC)CCOC
  x, 18µM*, 13µM*
> COc1ccc(CCN(C)CCCOc2ccc(S(=O)(=O)c3[nH]c4ccccc4c3C(C)C)cc2)cc1OC
  17%[56.1 µM], 9.4µM*, 13µM*
> O=C(NC1CCNCC1)C1CC1
  0%, -1%, 6%
> OCCSc1nc(-c2cccnc2)nc2ccccc12
  6%, u, u
> CCCCCCCCOC(=O)CCn1[nH]c(=O)c2ccccc2c1=O
  4%, -10%, -18%
> Cc1cc(C(F)(F)F)nn1-c1nc(-c2ccco2)cc(C(F)(F)F)n1
  6%, -11%, -1%
> CSc1ccccc1NC(=O)COC(=O)c1ccccc1O
  0%, -4%, 5%
> CCOc1cc(C2C(C(=O)N3CCCCC3)=C(C)NC3=C2C(=O)CCC3)cc(Br)c1O (stereo not drawn)
  -2%, -2%, -2%
> CCOc1ccccc1NC(=O)CN(C)S(=O)(=O)c1cccc2nsnc12
  0%, u, u
> Cc1ccc(OCC(=O)NS(=O)(=O)c2ccc(Cl)cc2)cc1
  3%, -7%, -14%
> Oc1c(N=Nc2ccccc2)sc2ccccc12
  7%, -26%, -18%
> COc1ccc(CNC(=O)c2c(-c3cc(Cl)c(OC)c(Cl)c3)noc2C)cc1
  -1%, u, -27%
> Cn1nnnc1SCCCNCc1cc(Cl)ccc1OCc1ccccc1F
  -3%, 8.2µM*, 21µM*
> CC(C)c1ccccc1NC(=O)Nc1nc(C(N)Cc2ccc(C(F)(F)F)cc2)cs1 (stereo not drawn)
  x, 23µM*, 13µM*
> N#CCCN(C(=O)c1ccco1)c1ccccc1
  4%, -13%, -5%
> Cc1cccc(C)c1-n1nnnc1C(c1cc2ccccc2o1)N1CCN(C/C=C/c2ccccc2)CC1 (stereo not drawn)
  x, 23µM*, 18µM*
> O=C(N/N=C/c1ccc2ccccc2c1)c1ccc(COc2ccc3c(c2)CCC3)o1
  x, u, u
> CSCCC(NC(=O)c1cccc([N+](=O)[O-])c1)C(=O)OCC(=O)N1CCCC1=O (stereo not drawn)
  x, -1%, -5%
> COc1ccc(C2CC(c3ccc(C)cc3)Nc3nc(N)nn32)cc1 (stereo not drawn)
  6%, -6%, -9%
> O=C(NCCO)c1ccc(-c2nnc(Nc3ccc(OC(F)(F)Cl)cc3)c3ccccc23)cc1
  5%, u, u
> Cc1cn(-c2ccc(Br)cc2)[nH]c1=O
  5%, -12%, -25%
> Cc1ccc(-c2nn(-c3ccccc3)cc2C=O)o1
  -6%, u, u
> COc1ccc(-c2csc(NC(=O)c3c(OC)cccc3OC)n2)cc1
  2%, u, -30%
> Cc1nc2ccc(NC(=O)C3CCCCC3)cc2s1
  0%, -29%, -2%
> Cc1ccc(COc2ccsc2C(=O)NN)cc1
  3%, u, 3%
> COc1cc(OC)c(OC)cc1/C=N/NC(=O)C[n+]1ccccc1
  3%, -27%, -4%
> Fc1ccc(C(c2nnnn2Cc2cccs2)N2CCN(C3CCCCC3)CC2)cc1 (stereo not drawn)
  5%, 21µM*, u
> COc1ccc(-c2nc(N)n[nH]2)cc1
  1%, -12%, 1%
> CC1CCN(CC[S-])CC1.O.O.[Cl][Pt]
  x, 1.6µM*, 1.3µM*
> O=C1Nc2ccc(S(=O)(=O)NCC3CCCO3)c3cccc1c23 (stereo not drawn)
  -3%, -23%, -5%
> NC1(C#Cc2ccc3oc(=O)c(-n4cc(C5(O)CCCCC5)nn4)cc3c2)CCCCC1
  1%, -17%, -1%
